# BoNT A protease = BoNT A light chain protease inhibition; multiplex microsphere protease substrate cleavage, flow cytometry; inhibition, % at 10 µM; 360,000 tested, 0.17% active; further: plate controls were buffer without enzyme for full effect and enzyme alone for no effect
# Mtb UGM inh = blocks M. tuberculosis UGM enzyme | 320,000 tested, 0.06% active | purified UGM, fluorescence polarization probe displacement | inhibition, % at 10 µM | P9WIQ1; in the data active means inhibition above about 10%, passing the limit was not always enough; inconclusive means no clear call, values can overlap the other calls
# Target sequence (P9WIQ1 whole entry, looked up): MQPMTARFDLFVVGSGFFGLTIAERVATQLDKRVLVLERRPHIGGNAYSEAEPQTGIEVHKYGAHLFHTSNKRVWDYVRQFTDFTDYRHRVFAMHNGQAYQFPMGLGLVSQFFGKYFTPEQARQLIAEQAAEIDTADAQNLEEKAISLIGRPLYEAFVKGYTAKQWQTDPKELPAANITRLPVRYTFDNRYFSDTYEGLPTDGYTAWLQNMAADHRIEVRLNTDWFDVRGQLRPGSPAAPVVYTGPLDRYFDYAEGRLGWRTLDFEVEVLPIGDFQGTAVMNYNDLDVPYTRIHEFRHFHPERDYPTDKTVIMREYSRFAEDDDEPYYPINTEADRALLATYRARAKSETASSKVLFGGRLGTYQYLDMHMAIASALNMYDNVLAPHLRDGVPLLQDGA
# Mtb BioA inh = blocks M. tuberculosis BioA enzyme activity; purified M. tuberculosis BioA enzyme, plate reader; inhibition, % at 9.99 µM; 360,000 tested, 0.096% active; in the data active means inhibition above about 40%; inconclusive means no clear call, values can overlap the other calls
# Anthrax LF prot = anthrax lethal factor protease inhibition; P15917; multiplex microsphere protease cleavage assay, LF; inhibition, % at 10 µM; 360,000 tested, 0.12% active; AID 588501; further: plate controls were buffer without enzyme for full effect and enzyme alone for no effect
# Mtb FBA inh = inhibits M. tuberculosis FBA enzyme; P9WQA3; purified M. tuberculosis FBA, fluorescence read-out; inhibition, % at 1 µM; 360,000 tested, 2.3% active; AID 588726; in the data active means inhibition above about 27%;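 further: 0% = vehicle and 100% = reference inhibitor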
# Target sequence (P9WQA3 whole entry, looked up): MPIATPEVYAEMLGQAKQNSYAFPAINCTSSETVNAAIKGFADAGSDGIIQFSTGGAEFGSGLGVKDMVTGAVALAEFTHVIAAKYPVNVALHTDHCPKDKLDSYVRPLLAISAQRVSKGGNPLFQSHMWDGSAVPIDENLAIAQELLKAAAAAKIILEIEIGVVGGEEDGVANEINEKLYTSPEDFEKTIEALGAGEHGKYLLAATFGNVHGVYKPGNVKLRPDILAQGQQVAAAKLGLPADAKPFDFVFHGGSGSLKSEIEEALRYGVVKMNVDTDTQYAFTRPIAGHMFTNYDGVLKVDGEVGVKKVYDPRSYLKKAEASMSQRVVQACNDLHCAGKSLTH
# GDH-TPI inh = counter-screen for M. tuberculosis FBA inhibitors: GDH-TPI coupled enzymes; GDH-TPI coupled enzyme counterscreen, NADH absorbance; inhibition, % at 4.8 µM; 360,000 tested, 1.2% active; AID 588335; in the data active means inhibition above about 30%;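 further: 0% = DMSO wells and 100% = wells lacking the enzyme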
# BoNT-F LC inh = blocks Botulinum neurotoxin F light chain protease; Multiplex microsphere protease cleavage assay, flow cytometry; inhibition, % at 10 µM; 360,000 tested, 0.22% active; AID 588497; in the data active means inhibition above about 35%, passing the limit was not always enough; inconclusive means no clear call, values can overlap the other calls; further: plate controls were buffer without enzyme for full effect and enzyme alone for no effect
# PfHsp40 rescue = compounds rescuing yeast from Plasmodium falciparum HSP40 toxicity | S. cerevisiae expressing PfHsp40, growth rescue, ATP luminescence | growth rescue, % at 12.5 µM | 340,000 tested, 0.68% active; in the data active means growth rescue above about 28%, passing the limit was not always enough; inconclusive means no clear call, values can overlap the other calls;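 further: yeast W303a lacking pdr1 and pdr3 grown in galactose medium; growth measured after three days at 30 °C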
# FadD28 binding = inhibitors of Mycobacterium tuberculosis FadD28 bisubstrate binding; FadD28 bisubstrate probe binding, fluorescence polarization; inhibition, % at 12.5 µM; 360,000 tested, 0.22% active; in the data active means inhibition above about 8.5%, passing the limit was not always enough; inconclusive means no clear call, values can overlap the other calls
# An asterisk follows results filed as active; u = inconclusive; x = no result given; & = joins results of further samples. Unless noted, no stated cut-off is given here; in the data, active means inhibition above about 30%; inconclusive means no clear call, values can overlap the other calls; inactive means below that.
cpd | SMILES | BoNT A protease | Mtb UGM inh | Mtb BioA inh | Anthrax LF prot | Mtb FBA inh | GDH-TPI inh | BoNT-F LC inh | PfHsp40 rescue | FadD28 binding
1 | CCc1ccc(NC(=O)c2ccc(C3SCC(=O)N3CCc3ccccc3)cc2)cc1 (stereo unspecified) | 0.5 | -2.2 | -1.5 | -5.4 | -0.6 | 2.3 | -9.1 | -0.5 | -1.4
2 | Cc1ccc(NC(=O)N(O)C2CCCCC2C#N)cc1 (stereo unspecified) | 0.3 | x | x | -1.5 | -3.3 | 4.3 | -8.8 | 0.0 | -4.1
3 | Cc1ccnc(NC(=O)CCC(=O)N(CC(=O)NC2CCCCC2)c2ccc3c(c2)OCO3)c1 | -0.6 | 1.6 | -1.5 | -3.0 | 1.8 | 6.8 | -18.0 | 0.3 | -1.3
4 | O=C1N[C@H](Cc2ccccc2)COC(=O)[C@H](Cc2ccc(F)cc2)CC/C=C/C[C@H]1CC(=O)N(CCO)Cc1ccccc1 | 0.4 | -0.9 | 0.9 | 4.1 | -0.2 | -5.8 | -5.5 | 5.4 | -3.9
5 | Cc1cc(C)c(C)c(S(=O)(=O)NCCCN2CCCC2=O)c1C | -3.5 | -6.9 | -1.0 | -0.3 | 3.5 | 3.8 | -3.3 | -0.3 | -2.9
6 | c1cncc(-c2nc3cc4ccccc4cc3[nH]2)c1 | -0.9 | 0.3 | 3.7 | -4.6 | 13.4 | 23.7 | -7.0 | 2.4 | -6.7
7 | O=C(Nc1nc(-c2ccc3c(c2)OCCO3)cs1)C1CCCC1 | 1.1 | 1.3 | x | -7.6 | -3.2 | 2.5 | -9.9 | 2.0 | -2.1
8 | Cc1cc(NC(=O)CSc2nc3c([nH]c4ccccc43)c(=O)n2-c2cccc(C(F)(F)F)c2)no1 | 0.8 | x | -1.5 | -5.8 | 0.6 | 8.5 | -13.2 | 0.5 | -2.4
9 | COC(CNc1ncnc2c1cnn2C)OC | -0.9 | -1.0 | x | -6.5 | 3.0 | -13.4 | -1.0 | -0.1 | -2.1
10 | O=C(N/N=C/c1ccco1)C1CC1 | 0.8 | 4.9 | x | -0.5 | -3.9 | -4.4 | -1.8 | -0.3 | 1.5
11 | COc1ccc(OC)c(NC(=O)CSc2nnc(-c3ccco3)n2-c2ccccc2)c1 | -1.1 | 1.6 | 3.1 | 0.9 | -5.0 | -7.5 | -17.6 | -0.1 | -4.1
12 | CCOC(=O)c1c(NC(=S)NC(=O)c2cnn(CC)c2)sc2c1CCC(C)C2 (stereo unspecified) | 2.2 | -1.0 | -0.8 | 0.8 | 0.3 | 9.1 | -7.6 | -0.5 | 0.2
13 | COc1ccc(CC(=O)N2CCN(S(=O)(=O)c3cccs3)CC2)cc1OC | 0.4 | 1.1 | x | 4.3 | -0.6 | 5.6 | -1.7 | 0.4 | -0.3
14 | COC(=O)c1scc(C)c1N/N=C(\C)c1cc(F)c(Cl)cc1F | -0.4 | -0.5 | -2.7 | -2.2 | 7.4 | 2.9 | -2.3 | -1.6 | -1.2
15 | O=C(c1ccc(Cl)cc1)C1CCCN(C2CCSCC2)C1 (stereo unspecified) | -1.7 | -0.9 | x | -11.1 | -0.3 | -2.5 | 1.4 | 0.4 | 0.0
16 | O=C(CNS(=O)(=O)c1ccc(Br)s1)NCc1ccc2c(c1)OCO2 | u | -2.5 | x | -1.9 | -0.6 | 2.8 | -4.3 | -1.2 | 4.4
17 | C#CCOCCOCCOCCNc1nc(N2CCN(C(=O)Cn3cc(CCCCN)nn3)CC2)nc(N2CCN(C(=O)[C@H]([C@@H](C)CC)n3cc(CCCN=C(N)N)nn3)CC2)n1 | -0.3 | 1.6 | 0.8 | -9.9 | -1.6 | 0.0 | -27.2 | 0.3 | 0.6
18 | Cc1noc(C)c1C(=O)NC1CCCc2ccccc21 (stereo unspecified) | -3.6 | 1.3 | x | -0.3 | -1.3 | -13.0 | -4.7 | 0.1 | -2.2
19 | CN(CC(=O)Nc1ccc(Cl)c(C(F)(F)F)c1)CC(=O)NC1CCCCC1 | -0.7 | -1.3 | 0.7 | -0.4 | -4.8 | -3.5 | -3.4 | 1.4 | -7.1
20 | CCOC(=O)c1c(NC(=O)C2=C(C)NC(=S)NC2c2ccc(F)cc2)sc(C)c1C (stereo unspecified) | 3.1 | -0.3 | x | -1.8 | 5.7 | 12.2 | 20.1 | -0.8 | -1.6
21 | c1ccc2c(NC3=NCCCCS3)cccc2c1 | 0.9 | 3.2 | -0.6 | -2.6 | -6.6 | -13.7 | -12.5 | -0.6 | -3.2
22 | CCOc1cc(-n2cnnn2)c(OCC)cc1NC(=O)c1cnccn1 | -1.4 | -1.1 | -0.6 | 0.5 | 3.9 | 0.0 | -9.7 | -1.3 | 0.4
23 | CCOc1cc(C2NC(=O)NC(C)=C2C(=O)OC(C)CC)cc(Br)c1O (stereo unspecified) | 1.2 | -2.2 | -0.1 | -1.0 | 2.9 | 1.4 | -1.7 | 0.3 | -0.6
24 | COc1ccccc1NC(=S)NCCc1ccccc1 | -0.3 | -0.9 | 1.0 | -2.1 | 0.9 | -0.8 | -7.0 | 0.5 | -1.5
25 | COc1cc(Nc2cccc(-c3ccccc3)n2)cc(OC)c1OC | -0.5 | x | 0.6 | 3.1 | 2.9 | 12.8 | 0.6 | x | -0.6
26 | Cc1c(C(=O)O)oc2c(F)cccc12 | 0.6 | 0.4 | -0.2 | 2.4 | -3.2 | 6.9 | -5.1 | 0.7 | -2.0
27 | O=C(CCCn1ncn2c(cc3occc32)c1=O)NCc1ccccc1F | -0.7 | 0.6 | 8.6 | -0.2 | -2.4 | -9.2 | -5.5 | -1.1 | -2.9
28 | CN1CCN(c2ccc(NC(=O)c3ccc(-c4ccc(Br)cc4)o3)cc2)CC1 | -0.6 | 0.7 | x | -16.8 | -1.3 | 14.8 | -32.3 | x | -0.2
29 | CCc1noc(C)c1C(=O)N1CCN(S(=O)(=O)c2ccc(Br)cc2Cl)CC1 | x | 4.7 | x | x | 7.2 | 8.8 | x | -0.7 | -0.4
30 | CC[C@@]12C(=O)N(c3cccc(Br)c3)C(=O)N1[C@H](c1ccc(OC)cc1)[C@@H]1C(=O)N(C(C)(C)C)C(=O)[C@@H]12 | -0.5 | -2.1 | 0.0 | -2.8 | 0.3 | 1.3 | -0.6 | 10.0 | -0.3
31 | COc1ccc(C2=NN(CC(=O)Nc3cc(C)ccc3C)C(=O)CC2)cc1 | 11.5 | 0.7 | -1.7 | 18.3 | 2.1 | 7.6 | -6.3 | -1.0 | -11.8
32 | C[C@@H]1CC=C[C@H]2[C@H]1C(=O)N(Cc1ccccc1)[C@H]2c1ccc(Br)cc1F | 0.1 | -0.8 | -0.1 | 0.8 | -3.3 | 4.3 | -3.9 | -0.1 | -0.4
33 | CCOC(=O)C1(C)CCCN(C(=O)c2cc(C#N)cs2)C1 (stereo unspecified) | -0.4 | x | -0.7 | 1.7 | -3.3 | -4.4 | 0.1 | x | -3.6
34 | Cc1noc(C)c1NC(=O)N(C)C[C@H]1Oc2ccc(NC(=O)CCN3CCOCC3)cc2C(=O)N([C@H](C)CO)C[C@@H]1C | -0.2 | -1.3 | 2.9&-0.5 | -3.7 | 0.3 | -0.9 | -0.1 | -0.8 | -2.1
35 | COC(=O)c1ccccc1CON1C(=O)C(C)(C)N(OCc2ccccc2C(=O)OC)C(=O)C1(C)C | 1.6 | -2.7 | -0.7 | -0.8 | 2.1 | 10.6 | 2.4 | -1.0 | -0.6
36 | O=C(O)Cn1nc(-c2ccccc2)ccc1=O | 1.5 | 1.0 | -2.0 | -10.9 | 1.1 | 6.6 | 30.8 | -2.0 | 0.8
37 | CCOC(=O)c1nc(Nc2cccc(C)c2)c2ccccc2n1 | -0.2 | -0.6 | x | -0.6 | 0.4 | 10.8 | -1.7 | 0.2 | -2.8
38 | COc1ccc(CN2CCN(CCCc3ccccc3)C(CCO)C2)c(OC)c1 (stereo unspecified) | x | 1.3 | -0.4 | x | 0.3 | 5.1 | x | 0.6 | -1.5
39 | S=C1NCN(C2CCCCC2)CN1c1ccccc1 | 0.0 | -1.4 | x | -0.3 | -1.1 | -3.4 | 0.4 | 1.0 | 0.8
40 | Cc1ccn2cc(CNS(=O)(=O)c3ccc(Cl)s3)nc2c1 | 0.1 | 2.9 | -1.3 | -10.4 | 1.6 | 15.3 | -11.5 | 0.5 | -1.5
41 | Cc1oc(C(=O)O)cc1CSCc1ccoc1C(=O)O | 0.1 | 0.0 | -1.3 | -2.8 | 0.6 | -7.7 | -0.6 | -1.2 | -4.8
42 | O=C(COc1ccc(Cl)cc1)NCCC1=CCCCC1 | -0.7 | -0.8 | -0.9 | -3.2 | -1.8 | 6.1 | -9.0 | 3.5 | -0.8
43 | COc1ccc(OCCC(=O)OCC(=O)Nc2cccc(S(=O)(=O)N3CCOCC3)c2)cc1 | -0.2 | 0.3 | -0.1 | -3.7 | -1.4 | -1.6 | -0.1 | -0.7 | -0.2
44 | CCOC(=O)CNC(=O)N1CCC(CCOc2ccccc2)(C(=O)OCC)CC1 | -1.7 | -1.6 | -1.0 | -11.0 | -7.0 | -1.9 | -3.5 | 0.3 | -3.9
45 | CCC1CCC2(CC1)NC(=O)N(CC(=O)Nc1ccc(OC)c(Cl)c1)C2=O (stereo unspecified) | -0.9 | -2.4 | -1.0 | 2.5 | -1.7 | -4.7 | -1.7 | -0.8 | -2.7
46 | COc1ccccc1NC(=O)N(C)C[C@H]1Oc2cc(Br)ccc2S(=O)(=O)N([C@H](C)CO)C[C@H]1C | -0.5 | x | -2.6&-1.4&0.3 | -5.3 | -0.9 | 2.4 | -4.4 | x | -1.0
47 | CCOC(=O)[C@H]1[C@H]2COc3ccc(Cl)cc3[C@@H]2N2C(=O)c3ccccc3NC(=O)[C@@]12C | 0.0 | -0.3 | 1.4 | -2.1 | -0.9 | 2.2 | 6.4 | -1.0 | -4.3
48 | CCc1ccccc1N(CC(=O)NC(C)C)C(=O)CCC(=O)Nc1nccs1 | -0.9 | -0.1 | -3.4 | 1.3 | 0.4 | 2.8 | u | 0.5 | -2.3
49 | O=C(Nc1cccc([N+](=O)[O-])c1)C1CCN(C(=O)Cc2ccccc2)CC1 | 0.8 | -1.3 | 3.2 | -0.2 | -2.0 | 1.7 | 8.8 | -1.4 | x
50 | COc1ccc(OCC(=O)NNC(=O)C2CCN(c3ncnc4sc(C)c(C)c34)CC2)cc1 | -0.1 | 1.8 | 1.3 | -8.2 | 2.1 | 4.8 | 1.0 | -1.2 | -1.3
51 | CSc1nsc(SC)c1CO | -1.2 | -0.8 | x | 10.6 | 39.2* | -7.5 | u | 0.4 | -3.8
52 | COCCn1c(C(C)C)nc2sc3ccccc3c(=O)c2c1=O | u | 5.4 | x | -8.2 | 6.3 | -0.4 | 5.7 | 0.8 | 0.1
53 | CSc1nnc(C)c(=O)n1COC(=O)COc1ccccc1 | 0.1 | 0.5 | x | 1.6 | 7.4 | -3.6 | 0.3 | 0.2 | -1.9
54 | CN(C)c1ccc(/C=N/NC(=S)NCc2ccccc2)cc1 | -0.3 | -1.5 | 1.8 | 1.1 | 23.7 | 32.3* | -1.5 | -0.6 | 1.2
55 | COC(=O)c1c(-c2ccc(C)cc2)csc1NC(=S)NC(=O)c1ccc(F)cc1 | 0.1 | -6.9 | x | -0.8 | 2.5 | 9.0 | -8.0 | 1.1 | -0.8
56 | COC(=O)CC1C(C(=O)OC)ON2OC(C(=O)OC)C(C(=O)OC)C12 (stereo unspecified) | -0.4 | -1.1 | -0.2 | -0.6 | 2.0 | -2.1 | -0.4 | -1.0 | -3.0

# No enrichment for hits. About 4.7% of those tested had a hit in this group.
